Source: PubChem BioAssay (National Center for Advancing Translational Sciences (NCATS))
NIH3T3 tox: cytotoxic compounds in NIH 3T3 cells; NIH 3T3 viability, CellTiter-Glo ATP luminescence, 48-72 h; 4.3% of 94,000 active; Potency, µM (highest dose often 96.7 µM), inactives show top-dose activity change, negative = cytotoxicity, usual class: inhibitors; AID 1345082; further: potency means the concentration at half of the fitted maximal effect; nearly all actives have a fitted effect of over 55% in size
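First NIH 3T3 cells are plated at 400 cells/well; next compound is pinned in; then plates incubate 48 or 72 hr at 37 °C; finally CellTiter-Glo is added and luminescence read after 10 min.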
HEK293 viab: cell viability loss counter-screen | HEK-293-SNCA-luc viability, GF-AFC fluorescence, 24 h | Potency, µM (highest dose often 57.1 µM), for the others: at the highest dose activity change, negative = cytotoxicity, actives largely listed as cytotoxic | 0.12% of 150,000 active | AID 1671193;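 further: potency means the concentration at half of the fitted maximal effect; 0% = DMSO-treated cells and -100% = medium-only wells without cells; nearly all actives have a fitted effect of over 30% in size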
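Cytotoxicity counterscreen: after 24 h compound treatment of genome-edited SNCA-luciferase HEK-293 cells, live-cell protease substrate GF-AFC read by fluorescence after 30 min; activity scaled between DMSO (0%) and medium-only (-100%), curves Hill-fitted.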
HEK cytotox: kills HEK 293 cells; HEK 293 viability, ATP luminescence (CellTiter-Glo), 48-72 h; Potency, µM (doses to about 115 µM), for the others: top-dose activity change, negative = cytotoxicity, hits mostly inhibitors; 6.6% of 94,000 active; further: potency means the concentration at half of the fitted maximal effect; nearly all actives have a fitted effect of over 60% in size
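ATP-coupled CellTiter-Glo luminescence served as viability read-out, recorded 10 min after reagent addition at room temperature. HEK 293 cells, 250 cells/well, had been incubated with pintool-transferred compound for 48 or 72 hr at 37 degree Celsius.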
IP6K1 inhibitor: IP6K1 kinase inhibition; AID 1645851; IP6K1 kinase, ADP-Glo luminescence, 2 h; hits give low values; Q92551; activity change, % (series mostly up to about 58 µM); 0.81% of 140,000 active; in the data active means activity change below about -25%
Target sequence (Q92551 whole entry, looked up): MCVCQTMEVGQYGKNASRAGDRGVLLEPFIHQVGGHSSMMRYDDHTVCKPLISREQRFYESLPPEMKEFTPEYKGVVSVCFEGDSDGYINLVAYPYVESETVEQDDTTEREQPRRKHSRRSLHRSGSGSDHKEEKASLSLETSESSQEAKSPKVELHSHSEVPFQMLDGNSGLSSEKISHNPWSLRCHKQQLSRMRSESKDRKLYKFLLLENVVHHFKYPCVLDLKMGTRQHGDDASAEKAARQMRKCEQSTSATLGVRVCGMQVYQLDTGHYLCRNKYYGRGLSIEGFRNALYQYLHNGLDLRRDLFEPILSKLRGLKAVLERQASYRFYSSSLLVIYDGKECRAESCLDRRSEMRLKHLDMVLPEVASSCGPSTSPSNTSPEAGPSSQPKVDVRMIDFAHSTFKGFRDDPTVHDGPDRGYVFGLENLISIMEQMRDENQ
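ADP-Glo luminescence measures ADP made by human IP6K1 during a 2 h RT reaction with ATP/IP6 (mix at 1.3 mM/130 uM); top library doses 57.5 and 19.1 uM final.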
SNCA expr inhib: SNCA gene expression inhibition; HEK-293 SNCA-luciferase knock-in, luminescence, 24 h; Potency, µM (series often up to 57.2 µM), inactives show top-dose activity change, negative = inhibition, most hits filed as inhibitors; 0.17% of 140,000 active; AID 1671194;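 further: potency means the concentration at half of the fitted maximal effect; plate controls were DMSO cells for no effect and cell-free wells for full effect; nearly all actives have a fitted effect of over 45% in size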
FLuc inh: blocks purified firefly luciferase enzyme activity; AID 1347043; 2.5% of 76,000 active; Potency, µM (series often up to 115 µM), inactives show at the top dose activity change, negative = inhibition, actives largely listed as inhibitors; purified P. pyralis luciferase, luminescence, biochemical; further: potency means the concentration at half of the fitted maximal effect; nearly all actives have a fitted effect of over 65% in size
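Luminescence read by CCD imaging after purified firefly luciferase (10nM final) was added to substrate buffer holding 10uM D-luciferin and 10uM ATP, pH 7.5, pre-dosed with compound.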
GPT2 inhibitor: GPT2 alanine aminotransferase inhibition | AID 1671188 | Q8TD30 | 0.25% of 100,000 active | Recombinant GPT2, coupled pyruvate oxidase/HRP Amplex Red fluorescence | Potency, µM (highest dose often 57.7 µM), for the others: top-dose activity change, negative = inhibition, usual class: inhibitors; further: potency means the concentration at half of the fitted maximal effect; nearly all actives have a fitted effect of over 60% in size; many of its hits are not listed in these tables
Target sequence (Q8TD30 whole entry, looked up): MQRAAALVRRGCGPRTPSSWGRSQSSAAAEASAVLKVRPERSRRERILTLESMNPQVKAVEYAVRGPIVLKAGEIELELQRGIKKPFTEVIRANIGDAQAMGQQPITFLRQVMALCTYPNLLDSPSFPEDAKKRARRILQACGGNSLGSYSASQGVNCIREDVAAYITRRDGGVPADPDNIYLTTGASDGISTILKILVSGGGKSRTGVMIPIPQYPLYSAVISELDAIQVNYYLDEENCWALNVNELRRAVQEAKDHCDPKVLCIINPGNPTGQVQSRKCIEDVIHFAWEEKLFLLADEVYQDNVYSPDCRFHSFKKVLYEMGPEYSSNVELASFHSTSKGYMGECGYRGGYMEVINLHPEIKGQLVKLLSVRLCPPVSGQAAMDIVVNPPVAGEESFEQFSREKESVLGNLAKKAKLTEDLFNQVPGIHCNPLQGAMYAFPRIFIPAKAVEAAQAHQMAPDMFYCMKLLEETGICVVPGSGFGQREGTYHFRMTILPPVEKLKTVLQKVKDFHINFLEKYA
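Fluorescence read-out: pyruvate from GPT2 turnover coupled to pyruvate oxidase, HRP and Amplex Red (0.2mM ThPP, 0.2U/mL PO and HRP, 50uM Amplex final). Substrates 250uM a-KG, 2mM L-alanine; enzyme 10ng/uL; 30 min RT.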
* = called active by the depositor; i = inactive; ? = inconclusive; . = no result given; [ ] = another dose, or the depositor's remark. Unless noted, the call rests on the fitted dose curve; in most records, active means well fitted curve in the direction sought with a large enough effect; inconclusive means small, poorly fitted or top-dose-only effect, or another doubt; inactive means no such curve, though single readings can be large; an effect the other way counts as inactive or inconclusive. Unless noted, on the % scale 0 is the no-effect control and ±100 the full control effect. Only part of the results is shown (hit frequency here may not be typical).

SMILES	NIH3T3 tox	HEK293 viab	HEK cytotox	IP6K1 inhibitor	SNCA expr inhib	FLuc inh	GPT2 inhibitor
Cc1ccc(CCNC(=O)Cn2c(-c3cccs3)cc3cc(F)ccc32)cc1	.	12.4%	.	-1.3	?	.	.
Cn1c(=O)n(Cc2ccccc2)c(=O)c2c1nc1n2CCN1c1ccccc1	.	11.0%	.	-9.3	-7.8%	.	.
O=C(NCC(c1ccco1)S(=O)(=O)c1cccs1)c1ccc(Cl)cc1 (stereo not given)	.	-2.1%	.	-1.2	31.6%[activator]	.	.
Cc1nnc(N2CCN(C(=O)Nc3cccc(C(F)(F)F)c3)CC2)c2nn(-c3ccccc3)c(C)c12	.	1.5%	.	-0.3	-5.4%	.	.
O=C(Nc1ccc(Cl)cc1)N1CCN(c2nc3ncccc3o2)CC1	?	-3.8%	-32.5%	23.5	12.2%	-23.9%	3.5%
CN(C)CCNC(=O)c1nc2nc(-c3ccccc3)c(-c3ccc(O)c(F)c3)cc2n1C	44.7µM*	-24.9%[87.6 µM]	70.8µM*	7.4	12.2%[87.6 µM]	-2.2%[172 µM]	0.3%[88.5 µM]
COc1ccc2[nH]cc(CCN=C(NC(=O)c3ccccc3F)Nc3nc(C)cc(C)n3)c2c1	.	10.0%	.	8.4	53.7%[activator]	.	.
Cc1c(C)n(Cc2ccccc2)c2ccc(C(=O)NCc3ccccc3F)cc12	.	-7.7%	.	-3.2	47.2%[activator]	.	.
Cc1ccc(CNC(=O)C2CCN(c3ncnc4c3nc3n4CCCCC3)CC2)cc1	.	10.1%	.	10.9	11.4%	.	.
Cc1cc(C)cc(NC(=O)Cn2c(=O)n(-c3ccc(C)c(C)c3)c(=O)c3oc4ccccc4c32)c1	.	-3.6%	.	5.4	4.0%	.	.
CCN(CC)CCCNC(=O)c1cn(C)c2ccc(S(=O)(=O)N3CCOCC3)cc2c1=O	.	-0.5%	.	-14.0	10.7%	.	.
COc1ccc(S(=O)(=O)N(CC(=O)Nc2ccc(Br)cc2)Cc2ccccc2)cc1	.	-4.6%	.	2.1	-5.2%	.	.
COc1ccc(CCNC(=O)c2ccc3nnc(-c4ccc(Cl)cc4)n3c2)cc1	-21.4%	-8.2%	-6.4%	0.5	-11.6%	.	i
CSc1ccc(-c2cccc(CN3CCC(NC(=O)c4ccc(Cl)nc4)CC3)c2)cc1	-2.5%	.	?	-7.0	.	.	.
CCOC(=O)c1c(C)[nH]c(C)c1S(=O)(=O)N1CCCC(C(=O)N2CCN(c3ccc(Cl)cc3)CC2)C1 (stereo not given)	.	-18.6%	.	19.0	?	.	.
COCC1CN(C2CCC2)CC12CCN(C(=O)Cc1ccccc1F)CC2 (stereo not given)	?	-11.0%	50.1µM*	-2.7	6.8%	8.6%	-0.4%
O=C1CC2(CCN(C(=O)C3CCN(C(=O)c4ccccc4Cl)CC3)CC2)Oc2ccccc2N1	-9.0%	4.5%	?	1.1	-26.7%	.	2.5%
COc1cc(OC)cc(OCC2CN(Cc3cccc(C(F)(F)F)c3)C(=O)c3c(ccnc3-c3ccc(OCC(=O)O)cc3)O2)c1 (stereo not given)	?	-1.3%	0.3%	0.7	-1.7%	-8.7%	-14.3%
O=C(NCCc1ccccc1)c1ccc2c(c1)N(Cc1c(F)cccc1Cl)C(=O)CS2	.	-21.1%	.	-1.2	61.5%[activator]	.	.
CN(C)[C@H]1CCCCN(C(=O)c2coc(CN3CCOCC3)c2)C1	i	-6.8%	-4.8%	18.4	22.5%	1.1%	1.1%
CCOC(=O)Cc1ccc(NC(=O)N2CCC(CN3CCC(C)CC3)CC2)cc1	.	-2.3%	.	-19.2	-24.2%	.	.
O=C(O)c1ccc(-n2c(/C=C\c3ccc(O)cc3)nc3ccccc3c2=O)cc1	.	7.9%	.	-7.9	-21.0%	.	.
O=C(N[C@@H]1CN(Cc2ccc(Cl)c(F)c2)C[C@H]1CO)C1CCC1	-13.2%	1.3%	?	-1.5	33.0%[activator]	3.4%	i
CCCCN1C(=O)CC[C@H]2CN(C(=O)C3CCC(OC)CC3)CC[C@H]21 (stereo not given in full)	-23.6%	-1.1%	-11.1%	13.4	-0.4%	0.0%	-10.3%
COCCn1c(C)nnc1-c1cc(-c2cccc(OC)c2)ccn1	-21.9%[138 µM]	12.1%[87.6 µM]	?	-1.9	26.9%[87.6 µM]	-0.7%[172 µM]	3.5%[88.5 µM]
O=[S+]([O-])(c1cccc(C(F)(F)F)c1)N1CCC2(CC(c3cccnc3)=NO2)C1 (stereo not given)	-7.7%	-0.7%	-19.6%	8.9	-4.4%	.	i
CC(C)CN1CC2(C1)C(=O)N(CCCN1CCCC1=O)C(=O)[C@@H]1C[C@@H](O)CN12	-20.9%[174 µM]	4.8%[87.6 µM]	-10.2%[172 µM]	3.3	-23.1%[87.6 µM]	-9.7%[172 µM]	?
O=c1[nH]nc2n1CCN(C1CCOCC1)CC2	-1.4%	4.5%	0.6%	-1.8	-27.1%	-2.1%	-4.5%
C[C@H](Oc1cc(-c2cnn(C3CCNCC3)c2)cnc1N)c1c(Cl)ccc(F)c1Cl	.	?	.	3.4	.	.	-6.6%
Cn1c(=O)c2c(ncn2CC(=O)N2CCCC(Cc3nc(C4CCOCC4)no3)C2)n(C)c1=O (stereo not given)	-32.6%	-15.3%	-5.0%	-23.2	-6.7%	-1.2%	i
COc1ccc(CNC(=O)c2cc3cccc4c3n2CC(C)S4)cc1 (stereo not given)	.	13.3%	.	30.2	-8.4%	.	.
CC(C)N(CCCNC(=O)Nc1ccc(C(C)(C)C)cc1)C[C@H]1O[C@@H](n2ccc3c(N)ncnc32)[C@H](O)[C@@H]1O	.	-20.5%	.	-6.1	.	.	2.9%
CC(C)CC(=O)N1CCC(C(=O)N2CCCCCCNC(=O)CC2)CC1	-11.4%	9.1%	-0.8%	1.2	-4.7%	-2.3%	i
Cc1ccc(NC(=O)Cn2c(-c3cnccn3)nc(C)c(CCO)c2=O)cc1C	-23.2%	-1.0%	-22.3%	2.8	-27.3%	-7.3%	i
CCN1C(=O)CN(C(=O)C2CCC2)CC12CCOCC2	-16.2%	-8.0%	-2.3%	-10.7	-17.7%	-10.8%	?
Cc1ccc(Cl)cc1NC(=O)C1CCCN(c2cnccn2)C1 (stereo not given)	.	6.9%	.	16.3	12.7%	.	.
Cc1ccc(C(=O)NCC(=O)N2CCCCCCNC(=O)CC2c2ccccc2)cn1 (stereo not given)	i	-0.7%	-4.1%	15.3	12.6%	3.2%	i
Cc1nc2c(c(-c3ccc(O)cc3)n1)CN(Cc1cccnc1)CCC2	-13.1%	10.1%	i	-4.4	8.7%	-1.7%	i
Cc1ccc(-c2onc(C)c2C)cc1S(=O)(=O)N1CCCCC1	.	-2.5%	.	26.7	21.3%	.	.
CNC(=O)N1CCC(C2CCN(C(=O)C3CCCCCC3)C2)CC1 (stereo not given)	-34.3%	-6.9%	-8.1%	12.7	23.7%	-14.8%	i
CC(C)c1ccc(C(=O)N2CCc3[nH]nc(C(=O)NCCCc4ccccc4)c3C2)cc1	0.2%	2.3%	-0.9%	9.8	-8.4%	-4.5%	i
Cc1cc(Br)ccc1NC(=O)Cn1cnc2sc(C)c(S(=O)(=O)N3CCN(C)CC3)c2c1=O	.	19.4%	.	-6.8	56.7%[activator]	.	.
COCC(=O)N1CCCC(c2nc(C3CCOCC3)no2)C1 (stereo not given)	-7.4%	0.1%	-2.4%	4.9	-17.2%	0.3%	i
COc1cccc(CNC(=O)CCn2c(=O)c3cccn3c3cccnc32)c1	.	-0.7%	.	19.7	29.5%	.	.
Cn1c(CCNC(=O)c2ccccc2C2CCNC2)nc2ccccc21 (stereo not given)	-0.1%	-1.8%	-2.2%	20.7	-7.4%	-5.6%	-1.8%
O=C([C@H]1C[C@H](Oc2ccccc2)CN1C(=O)c1ccoc1)N1CCOCC1	3.9%	-1.8%	2.8%	1.4	-5.8%	0.8%	i
COc1ccc(-c2nc(CN3CCS(=O)(=O)CC3)c(C)o2)c(OC)c1C	-5.4%	-0.6%	i	-0.3	-16.8%	-4.7%	-11.1%
O=C(NC(C(=O)N1CCCC1)C1CCN(C(=O)c2cccc(F)c2)CC1)c1ccccc1 (stereo not given)	3.7%	-10.6%	i	-1.1	14.8%	-5.6%	i
O=C(Cc1cccc(Cl)c1)N1CCCN(c2nc3ncccc3o2)CC1	-17.6%	20.2%	-18.3%	-0.9	23.0%	9.9%	i
O=C(NCCc1ccccc1)N1CCC(N2C(=O)C3(CCCCC3)C2c2ccncc2)CC1 (stereo not given)	-12.2%	5.9%[12.5 µM]	-16.7%	-1.1	46.1%[activator]	-13.5%	i
O=C(NCC1CC1)c1nc2c(o1)CCN(Cc1ccc3[nH]ccc3c1)CC2	?	0.3%[87.6 µM]	?	19.7	14.6%[87.6 µM]	6.8%[172 µM]	-5.8%[88.5 µM]
O=C1[C@H]2CN(Cc3ccccc3F)C[C@H]2C(=O)N1Cc1ccc2c(c1)OCO2	-21.1%	3.7%	?	1.8	-23.3%	0.0%	i
COc1ccc(-c2cc3nc(C)c(CCC(=O)NC(C)c4ccccc4)c(C)n3n2)c(OC)c1 (stereo not given)	.	-5.6%	.	14.1	-6.0%	.	.
c1ccc([C@@H]2CNC[C@H]2COc2cccnc2)nc1	1.7%	-2.6%	?	8.7	-11.2%	-8.2%	i

A second format for some results above.
Below each SMILES: NIH3T3 tox	HEK293 viab	HEK cytotox	IP6K1 inhibitor	SNCA expr inhib	FLuc inh	GPT2 inhibitor
> O=C(Cc1cccc(Cl)c1)N1CCCN(c2nc3ncccc3o2)CC1
    -17.6%	20.2%	-18.3%	-0.9	23.0%	9.9%	i
> O=C(NCCc1ccccc1)N1CCC(N2C(=O)C3(CCCCC3)C2c2ccncc2)CC1 (stereo not given)
    -12.2%	5.9%[12.5 µM]	-16.7%	-1.1	46.1%[activator]	-13.5%	i
> O=C(NCC1CC1)c1nc2c(o1)CCN(Cc1ccc3[nH]ccc3c1)CC2
    ?	0.3%[87.6 µM]	?	19.7	14.6%[87.6 µM]	6.8%[172 µM]	-5.8%[88.5 µM]
> O=C1[C@H]2CN(Cc3ccccc3F)C[C@H]2C(=O)N1Cc1ccc2c(c1)OCO2
    -21.1%	3.7%	?	1.8	-23.3%	0.0%	i
> COc1ccc(-c2cc3nc(C)c(CCC(=O)NC(C)c4ccccc4)c(C)n3n2)c(OC)c1 (stereo not given)
    .	-5.6%	.	14.1	-6.0%	.	.
> c1ccc([C@@H]2CNC[C@H]2COc2cccnc2)nc1
    1.7%	-2.6%	?	8.7	-11.2%	-8.2%	i
